Screening results from PubChem.
Efflux pump inh – inhibitors of Candida efflux pumps in yeast, primary screen, S. cerevisiae, Nile Red, multiplex. S. cerevisiae Candida pump triplex. inhibition, % at 10 µM. 330,000 tested, 0.44% active;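 active = plate passing quality check with inhibition over a set limit, or well fluorescence over plate mean plus 4 SD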;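 note: Nile Red retained in pooled yeast measured as flow cytometry median fluorescence; 0% = buffer negative control and 100% = Enniatin B positive control; higher means more Nile Red kept so more efflux inhibition; some compounds called inactive have numbers as strong as hits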
EBNA-1 inhibitor – EBNA-1 DNA-binding inhibitors, primary screen, biochemical, fluorescence polarization; inhibition, % at 14.8 µM; 300,000 tested, 0.34% active; AID 1950, 2009; in the data active = inhibition above about 28%
ZTA DNA inh – counter-screen for EBNA-1 inhibitors: inhibitors of Epstein-Barr virus ZTA; ZTA-DNA binding, fluorescence polarization; inhibition, % at 11 µM; 320,000 tested, 0.15% active; AID 2234; in the data active = inhibition above about 33%
Target sequence (P03206 whole entry, looked up): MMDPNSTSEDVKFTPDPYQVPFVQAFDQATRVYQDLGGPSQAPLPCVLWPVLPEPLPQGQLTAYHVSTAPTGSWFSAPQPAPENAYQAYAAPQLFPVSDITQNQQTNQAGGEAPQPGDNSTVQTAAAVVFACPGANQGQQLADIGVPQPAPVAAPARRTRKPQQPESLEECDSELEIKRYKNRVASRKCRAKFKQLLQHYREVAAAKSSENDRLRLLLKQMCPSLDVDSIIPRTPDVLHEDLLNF
GLD-1 RNA inh – GLD-1/TGE RNA complex disruptors, primary screen, biochemical, fluorescence polarization; Female germline-specific tumor suppressor gld-1 (Caenorhabditis elegans), Q17339; purified GLD-1 + fluorescein TGE RNA; inhibition, % at 5.96 µM; 320,000 tested, 0.44% active;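 active = percent inhibition above a per-plate cutoff, the plate mean of test compounds plus 3 SD, cut at about 30% in these data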;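 note: 0% = DMSO wells with GLD-1 and probe and 100% = wells lacking GLD-1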
MCL1 BIM primary – inhibitors of MCL1 binding to BIM-BH3, primary screen, biochemical, fluorescence polarization | inhibition, % at 10.9 µM | GST-MCL1 / FITC-Bim-BH3 fluorescence polarization | Induced myeloid leukemia cell differentiation protein Mcl-1 (Homo sapiens), Q07820 | 320,000 tested, 0.68% active;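 active = inhibition above the mean inhibition of all tested compounds plus 3 SD, set per campaign, cut at about 40% in these data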;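 note: 0% = DMSO wells and 100% = unlabeled Bim-BH3 peptide control; higher means more loss of mP so more displacement of Bim peptide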
Target sequence (Q07820 whole entry, looked up): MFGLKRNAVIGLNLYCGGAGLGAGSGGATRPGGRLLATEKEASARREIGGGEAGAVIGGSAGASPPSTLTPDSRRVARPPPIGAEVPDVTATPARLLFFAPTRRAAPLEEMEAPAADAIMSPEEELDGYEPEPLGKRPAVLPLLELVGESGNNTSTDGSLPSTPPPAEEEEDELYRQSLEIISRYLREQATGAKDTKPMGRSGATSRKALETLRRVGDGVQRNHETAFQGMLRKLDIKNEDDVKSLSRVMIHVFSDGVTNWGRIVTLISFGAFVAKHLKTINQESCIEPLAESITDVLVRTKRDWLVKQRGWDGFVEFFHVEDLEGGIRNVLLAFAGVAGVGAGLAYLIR
Yeast superoxide – reduction of superoxide in aged yeast, primary screen, HTS | S. cerevisiae aged cells, superoxide DHE fluorescence; active compounds read low | superoxide response (% of plate mean), % at 10 µM | 330,000 tested, 0.18% active;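 active = superoxide response under a set limit, about three screen SD below normal, cut at about 65% in these data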;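 note: yeast aged for seven days with compound at 30 °C before DHE staining; 100% = average MFI of all compound-treated wells on the plate with controls excluded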
BCLXL inh – inhibitors of human Bcl-xL, primary screen, biochemical, fluorescence polarization, HTS; Bcl-2-like protein 1 (Homo sapiens), Q07817; GST-Bcl-xL / FITC-Bim BH3 peptide fluorescence polarization; inhibition, % at 10.9 µM; 320,000 tested, 0.7% active; AID 2129, 2009;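 active = inhibition above the mean of all tested compounds plus 3 SD, cutoff set per campaign, cut at about 30% in these data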;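 note: 0% = DMSO wells and 100% = unlabeled Bim-BH3 peptide competitor; inhibitors lower millipolarization by displacing the labeled peptide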
Target sequence (Q07817 whole entry, looked up): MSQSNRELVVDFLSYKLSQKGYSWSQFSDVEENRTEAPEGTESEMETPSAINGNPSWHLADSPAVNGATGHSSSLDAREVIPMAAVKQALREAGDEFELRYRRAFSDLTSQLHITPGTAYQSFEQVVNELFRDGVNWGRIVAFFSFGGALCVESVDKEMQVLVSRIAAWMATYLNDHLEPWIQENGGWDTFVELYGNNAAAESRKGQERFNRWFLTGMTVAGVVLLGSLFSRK
MEX-5 binding – MEX-5 zinc finger RNA-binding disruptors – biochemical, C. elegans, fluorescence polarization, MLPCN library, primary screen; AID 1832, 2009; activity score (negative = inhibition of binding), % at 10 µM; MEX-5/FITC-TCR2 RNA binding; active compounds read low; Zinc finger protein mex-5 (Caenorhabditis elegans), Q9XUB2; 300,000 tested, 0.38% active;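 active = inhibition past about -25% in most replicates, and total fluorescence under double the plate's negative control median, limit read from the data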;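 note: 0% = DMSO and -100% = 5 µM competing unlabeled TCR2 RNA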
Fam108B inh – mouse Fam108B serine hydrolase inhibitors, primary screen, counter-screen for RBBP9 inhibitor project, biochemical, fluorescence polarization. inhibition, % at 9.51 µM. 300,000 tested, 0.33% active. recombinant Fam108B, FP-Rh probe fluorescence polarization;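 active = inhibition above the screen mean inhibition plus 3 SD, computed separately per campaign, cut at about 18% in these data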;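 note: inhibitors lower polarization as less probe binds the enzyme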
* = called active by the depositor; nt = no result given.

SMILES	Efflux pump inh	EBNA-1 inhibitor	ZTA DNA inh	GLD-1 RNA inh	MCL1 BIM primary	Yeast superoxide	BCLXL inh	MEX-5 binding	Fam108B inh
O=C(NC1CC1)C1=C[C@H](c2ccc(Br)cc2)C[C@H](OCc2ccc(CO)cc2)O1	-0.1	9	7	-6	8	99	9	1.6	1
O=C(Nc1ccc2c(c1)OCO2)N1CCCc2ccccc21	0.0	6	24	7	7	66	10	-1.1	4
Cc1nc2ncnn2c(C)c1CCC(=O)NCc1ccco1	0.0	0	5	10	2	96	5	-0.4	-1
Brc1cnc2nc[nH]c2c1	-0.1	-4	4	10	4	99	1	nt	5
CCOc1cc(N2CCOCC2)c(OCC)cc1NC(=O)c1c(-c2ccccc2)noc1C	0.3	nt	-18	1	7	105	2	nt	nt
C/C(=N\NC(=O)CCC(=O)Nc1ccc(C)c(C)c1)c1cccs1	0.4	-3	6	-6	0	114	-2	0.0	-2
Nc1cccc(C2=Nc3cccc4cccc(c34)N2)c1	0.6	0	4	2	8	97	3	0.3	16
CCN(CC)c1nc(C)nc2c1cnn2CCc1ccccc1	0.0	4	-5	2	-2	103	-2	-1.6	0
Cc1cc(C)c(OCC(=O)OCC(=O)NCCC2=CCCCC2)c(C)c1	-0.1	0	-2	2	2	107	5	-0.9	-1
NC(=O)NC(=O)COC(=O)c1ccc(OC(F)F)cc1	0.0	1	8	-9	1	88	1	-3.4	-2
COc1ccc2[nH]cc(C(O)CN3CCC(C(N)=O)CC3)c2c1 (configuration not stated)	-0.2	6	-10	4	5	91	4	-0.8	4
Cc1cccc(NC(=O)C2C3C=CC(O3)C2C(=O)O)c1C (configuration not stated)	-0.1	-2	-2	-1	5	99	8	-0.8	2
CCOc1ccc(C(=O)NC(=S)NCCCN2CCOCC2)cc1	0.0	8	9	-3	1	100	7	0.3	0
CC1(C)CC(=O)C2=C(C1)OC(N)=C(C#N)C2c1cn(-c2ccccc2)nc1-c1ccccc1 (configuration not stated)	-0.1	-7	12	8	-1	83	7	0.4	2
CCc1nnc(NC(=O)CSc2nnc(Cc3cc(=O)[nH]c(=O)[nH]3)n2-c2cccc(OC)c2)s1	-0.1	-3	-25	1	5	77	3	-2.5	-3
CCOC(=O)c1oc2c(CN3CCN(C)CC3)c(O)ccc2c(=O)c1-c1ccccc1OC	1.2	0	-3	4	-1	103	-1	-1.7	-1
C/C(=N\NC(=O)c1cccc(Cl)c1)c1cccc(NC(=O)c2ccco2)c1	0.2	-5	5	-1	-1	86	1	-1.7	3
CCOc1cc(/C=C/C(=O)c2ccc(OC)c(CN3CCOCC3)c2)cc(Br)c1O	0.1	-4	1	-32	-13	91	-5	22	-8
COC(=O)c1ccc(C2CC(=O)Nc3cc(OC)c(OC)c(OC)c32)cc1 (configuration not stated)	-0.1	3	20	-6	2	107	3	1.6	4
Clc1cc(NCc2ccccc2)ncn1	0.0	-3	0	5	-2	100	3	-1.6	1
CCc1ccc(N2CCN(CCNC(=O)Nc3ccccc3)CC2)cc1	-0.1	-6	-14	3	7	103	3	-1.1	2
CN(C)CC(C)(C)CNC(=O)c1cc(Br)cc(Br)c1O	0.1	1	5	-2	0	100	4	0.7	-5
CCOC(=O)N1CCN(C(=O)CSc2cc(C)nc3c(-c4ccccc4OC)c(C)nn23)CC1	0.0	-8	1	1	4	120	2	-2.2	3
CCc1nnc(NC(=O)C=C(C)C)s1	-0.1	6	-6	5	6	106	3	-2.9	1
CCC(=O)NC(=S)Nc1ccc(NC(=O)CC)cc1	-0.1	3	-15	-2	11	89	5	0.7	0
CN(C)S(=O)(=O)c1ccc(C(=O)Nc2cccc(C(=O)N3CCOCC3)c2)cc1	0.1	7	-9	5	6	103	7	1.7	0
O=C(NCc1ccc(F)cc1)c1cccc(S(=O)(=O)N2CCCC2)c1	-0.1	-5	6	-1	-6	95	3	1.0	2
O=CC1=C(N2CCOCC2)/C(=C/c2ccc(Cl)cc2)CC1	0.2	11	4	2	2	82	4	-2.6	1
O=C(CSc1ncn[nH]1)N1c2ccccc2Sc2ccccc21	0.4	-7	-5	3	1	112	10	-8.2	7
Cc1ccc(CN2CCN(/N=C/c3cc(Br)cc(Br)c3O)CC2)c(C)c1	0.2	-6	2	-5	-17	89	-5	-0.5	-8
CCCS(=O)(=O)N1CCN(CCN2C(=O)c3cccc4cccc(c34)C2=O)CC1	-0.1	7	-13	5	4	102	6	0.7	2
O=C(CNS(=O)(=O)c1cccs1)NCc1ccccc1	0.1	0	4	5	7	107	7	-0.8	-3
CCCS(=O)(=O)c1c(S(=O)(=O)CCC)c2c(N)cccn2c1C(=O)c1ccc(Br)cc1	0.0	-13	1	13	-8	96	0	-2.1	3
COc1ccc(C(=O)N2CCCC2)cc1	0.2	-3	11	0	0	103	-4	-2.0	5
O=C(Nc1ccc(S(=O)(=O)N2CCCC2)cc1)C1CCCCC1	0.1	-11	-7	-2	-2	107	3	-0.6	-2
COc1ccc(S(=O)(=O)N2CCN(c3ccccc3)CC2)cc1	-0.1	1	-6	-5	2	92	9	0.4	1
O=C(Nc1ccccc1Cl)NC1(C(=O)N2CCCC2)CCCCC1	0.0	9	0	1	1	97	2	0.3	5
Cn1c(=O)cc(SCC(=O)NCCC2=CCCCC2)c2ccccc21	0.9	-7	-2	2	-3	102	4	2.1	3
Cc1ccc(OC(=O)c2ccccc2C(=O)OCC(F)(F)C(F)F)cc1	-0.1	3	9	0	7	103	4	0.8	-3
O=C(/C=C/c1ccco1)OCc1nnc(-c2ccccc2)o1	-0.1	-2	7	-5	4	94	7	-0.1	0
N=C1C(c2ccccc2)=C(O)CN1c1ccccc1N1CCOCC1	0.0	-1	-4	2	6	82	6	-0.2	-5
O=C(CCNS(=O)(=O)c1ccccc1)OCc1nnc(-c2ccccc2)o1	0.0	-11	8	1	-1	103	5	-0.1	-1
Cc1ccc(CNC(=O)CN2C(=O)c3ccccc3S2(=O)=O)cc1	-0.1	8	4	-2	-3	97	-1	-3.2	0
COc1ccc(CN2CCN(C(=O)c3ccc(F)cc3)CC2)c(OC)c1	0.0	-1	3	9	4	100	6	1.6	-1
COc1ccc(-c2c(-c3ccc(O)cc3O)n[nH]c2C(F)(F)F)cc1	-0.1	-11	1	6	1	98	2	1.9	0
COc1ccc(S(=O)(=O)Nc2nc3n(n2)C(c2ccc(Cl)cc2)CC(=O)N3)cc1 (configuration not stated)	0.0	8	-7	0	-1	102	2	nt	1
O=C(CN1CCOCC1)N/N=C/c1ccc(-c2cccc(Cl)c2Cl)o1	-0.1	11	-13	-5	1	108	2	-1.7	0
COc1cccc(CN2CCN(Cc3cccc4c3OCO4)CC2CCO)c1 (configuration not stated)	-0.1	-3	-9	4	-4	101	4	-4.9	0
COc1cc(C(=O)Nc2ccc3oc(-c4cccnc4)nc3c2)cc(OC)c1OC	0.0	7	5	1	4	84	5	-1.8	-1
Cc1cccc(SC2CCN(C(=O)C3CCC(=O)N(C4CC4)C3)CC2)c1 (configuration not stated)	0.0	-7	5	-5	-3	91	3	1.6	-3
CSC1=N/C(=C\c2c(F)cccc2Cl)C(=O)S1	-0.1	-1	-9	-1	0	105	0	-0.1	2
O=C(COC(=O)C1CC(=O)N(Cc2ccccc2)C1)c1ccc(F)cc1 (configuration not stated)	-0.1	-1	5	2	-2	102	1	1.0	-3
c1cnc2ccc3ncccc3c2c1	0.1	-13	-3	-4	-3	91	-2	0.2	-2
CC(=O)Nc1cccc(Oc2cc(C#N)c(C#N)cc2N2CCCCCC2)c1	0.0	-6	-10	3	2	96	0	-1.8	-7
CCCCn1cnc2c(=S)nc(N)[nH]c21	0.3	4	-6	2	-15	94	6	-1.0	0
CC(C)[C@H](NC(=O)C1CCN(S(=O)(=O)c2ccccc2)CC1)C(=O)NCc1ccccc1	-0.1	-2	-11	5	-3	102	3	2.6	4
COc1cccc(C(=O)Cn2c(=O)n(CC3CCCO3)c(=O)c3ccccc32)c1 (configuration not stated)	0.0	6	2	6	-2	92	-2	0.7	0
O=S(=O)(N1CCCCC1)N1CCCN(S(=O)(=O)N2CCCCC2)CC1	0.0	-8	-6	8	2	99	2	0.9	-4
COc1ccc(C(=O)/C=C/Nc2ccc(S(=O)(=O)Nc3nc(C)cc(C)n3)cc2)cc1OC	1.3	-1	8	-4	-18	99	1	-8.3	3
O=C(Nc1ccc(F)cc1)c1cccc2c1C(=O)N(Cc1ccccn1)C2	-0.2	-7	-7	0	1	105	7	nt	-2

Following part:
SMILES	Efflux pump inh	EBNA-1 inhibitor	ZTA DNA inh	GLD-1 RNA inh	MCL1 BIM primary	Yeast superoxide	BCLXL inh	MEX-5 binding	Fam108B inh
Cc1cc(NC(=O)CCC(=O)N(CC(=O)NC2CCCC2)c2cccc(C)c2C)no1	0.0	-5	-9	1	3	109	3	0.4	-6
CCc1cccc(OCC(=O)Nc2cc(Cl)ccc2-n2cncn2)c1	0.0	nt	2	-7	-5	91	-2	nt	nt
Cc1cc(F)ccc1NC(=O)Nc1ccc2c(c1)OCO2	0.1	-1	-8	2	-3	116	-1	-2.3	2
NNC(=O)C1SCCN1S(=O)(=O)c1ccc(Cl)cc1 (configuration not stated)	0.1	-6	-2	5	-6	109	-1	-1.3	1
Cc1cccc(C)c1NC(=O)c1nc(S(=O)(=O)Cc2ccccc2)ncc1Cl	-0.2	-2	-11	1	0	111	5	-0.7	-8
COc1ccc(-c2cc(C(F)(F)F)n3ncc(C(=O)Nc4c(C)n(C)n(-c5ccccc5)c4=O)c3n2)cc1	0.2	-14	-13	4	2	103	-2	1.0	3
CCOC(=O)c1c(C)n(-c2ccc(C)cc2)c2c(C(C(C)=O)C(=O)O)c(Br)c(O)c(O)c12 (configuration not stated)	-0.2	0	-15	2	9	85	13	-0.3	15
CCc1c(C)nc(N2CCN(c3ccc(Cl)cc3)CC2)[nH]c1=O	0.1	7	13	-3	-4	99	-1	1.3	5
CC(NC(=O)c1ccc(Cl)cc1)C(=O)N1CCCCC1 (configuration not stated)	0.0	3	-1	-2	12	90	5	0.7	2
Cn1nnc2cc(C(=O)Nc3ccccc3)ccc21	0.1	-2	8	1	0	93	3	3.0	3
CC(=O)N(CCCCl)C(C#N)c1ccccc1 (configuration not stated)	0.4	-14	1	-3	4	107	0	-0.1	-1
COc1ccc(Cl)cc1C(=O)Nc1nnn(C)n1	0.0	-8	3	2	7	109	5	2.2	0
CCCN1C2CCCC1CC(NC(=O)c1ccc(F)cc1)C2 (configuration not stated)	-0.1	2	0	-5	7	104	3	-1.6	3
COCCNC(=O)CN(Cc1ccc(F)cc1)C(=O)CCC(=O)Nc1nccs1	-0.6	3	1	2	10	85	3	-0.3	1
Cc1ccc2[nH]c(O)c(N=NC(=O)CCc3ccccc3)c2c1Br	0.5	7	-8	1	5	95	5	1.6	7
Cc1cc(C(=O)Nc2c(C)nn(Cc3ccccc3Cl)c2C)no1	-0.5	10	10	0	9	94	5	-2.2	1
